V1aR counter: V1a receptor agonism, counter-screen for OXTR agonists. P37288. CHO-V1R cells, Fluo-8 calcium fluorescence, agonist mode; 0% DMSO, 100% 3 nM vasopressin. activation, % at 3 µM. 0.25% of 320,000 active;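 active means activation above the mean activation of all tested compounds plus 3 SD, per screening run, cut at about 20% in these data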;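 further: signal is peak over basal fluorescence ratio across a 100 second FLIPR read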
Target sequence (P37288 whole entry, looked up): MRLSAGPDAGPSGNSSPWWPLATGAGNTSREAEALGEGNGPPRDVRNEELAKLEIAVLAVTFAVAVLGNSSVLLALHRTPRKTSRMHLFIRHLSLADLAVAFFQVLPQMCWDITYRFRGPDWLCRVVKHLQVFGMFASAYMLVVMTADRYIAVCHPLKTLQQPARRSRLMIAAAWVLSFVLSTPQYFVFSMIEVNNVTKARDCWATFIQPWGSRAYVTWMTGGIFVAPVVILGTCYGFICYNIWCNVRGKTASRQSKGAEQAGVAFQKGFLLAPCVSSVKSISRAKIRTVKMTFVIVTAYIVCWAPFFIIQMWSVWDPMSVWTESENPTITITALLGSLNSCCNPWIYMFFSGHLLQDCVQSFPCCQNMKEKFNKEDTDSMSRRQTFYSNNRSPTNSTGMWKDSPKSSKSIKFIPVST
VIM-2 inhibitor: inhibitors of Pseudomonas aeruginosa VIM-2 metallo-beta-lactamase; purified VIM-2, nitrocefin hydrolysis, epi-absorbance fluorescence; inhibition, % at 5.6 µM; 0.89% of 290,000 active; AID 1527;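 active means inhibition above the mean of all tested compounds plus 3 SD, cutoff set per screening run, cut at about 7.5% in these data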;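 further: red hydrolysis product quenches plate fluorescence so inhibitors raise well fluorescence; 0% = enzyme with DMSO and 100% = DMSO without enzyme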
HCV NS3 hel inh: blocks Hepatitis C virus NS3 helicase unwinding | NS3 helicase DNA unwinding, Cy5 molecular beacon fluorescence | inhibition, % at 10.9 µM | 0.56% of 290,000 active | AID 1800;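 active means inhibition above the mean of all tested compounds plus 3 SD, set per campaign, cut at about 35% in these data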;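 further: 0% = DMSO wells and 100% = thioflavine S control wells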
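Test system: hepatitis C virus NS3 helicase domain fragment enzyme. Also added: annealed dual-labelled DNA beacon duplex, ATP-started. Timing: 60 min unwinding reaction at 25 °C after ATP addition. Technique: Cy5 fluorescence. Measure: % inhibition of unwinding.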
PHOSPHO1 inh: PHOSPHO1 (human) inhibition; inhibition, % at 13.3 µM; Q8TCT1; recombinant PHOSPHO1, absorbance phosphatase assay; AID 1565; 1.1% of 290,000 active; in the data active means inhibition above about 60%
FID counter: fluorescent intercalator displacement, NS3 helicase counter-screen. inhibition, % at 7.9 µM. 0.17% of 290,000 active. DNA fluorescent intercalator displacement, fluorescence; in the data active means inhibition above about 37%;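 further: 0% = vehicle and 100% = reference compound; higher means more ethidium bromide displaced from hairpin DNA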
GalR3 antagonist: blocks the human galanin receptor 3 | 0.44% of 360,000 active | HEK293 GalR3-CNG cAMP membrane potential fluorescence; galR3 body fused to GalR1 C-terminus | inhibition, % at 3 µM | AID 651719;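 active means inhibition above the screen-wide average plus 3 SD, cut at about 13% in these data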;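 further: forskolin and galanin both at EC90 stimulate the cells; cAMP rise reported by CNG channel membrane potential dye signal; 0% = forskolin plus galanin with DMSO and 100% = forskolin alone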
Target sequence (O60755 1-299 limits assumed): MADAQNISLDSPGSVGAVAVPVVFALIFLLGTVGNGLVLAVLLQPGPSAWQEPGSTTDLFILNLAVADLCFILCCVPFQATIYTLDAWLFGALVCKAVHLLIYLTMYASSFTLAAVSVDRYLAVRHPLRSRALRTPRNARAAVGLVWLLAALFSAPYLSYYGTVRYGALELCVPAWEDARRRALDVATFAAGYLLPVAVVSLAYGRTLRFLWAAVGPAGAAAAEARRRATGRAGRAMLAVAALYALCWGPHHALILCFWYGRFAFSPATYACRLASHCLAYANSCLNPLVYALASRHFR
OXTR agonist: agonists of human oxytocin receptor; P30559; CHO-OTR cells, Fluo-8 calcium fluorescence; normalized: DMSO 0%, oxytocin 100%; activation, % at 3 µM; 0.32% of 320,000 active; AID 2435;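 active means activation above the mean of all tested compounds plus 3 SD, cutoff set per screening run, cut at about 20% in these data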;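 further: peak over basal fluorescence ratio from a 100 s FLIPR kinetic read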
GPR7 antag: human neuropeptides B/W receptor 1 antagonism | GPR7-expressing cells, fluorescence antagonist assay | inhibition, % at 4.4 µM | 1.1% of 290,000 active | AID 1861; in the data active means inhibition above about 16%, passing the limit was not always enough;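 further: cells stimulated with the agonist NPW; 0% = agonist with vehicle and 100% = vehicle without agonist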
Target sequence (P48145 whole entry, looked up): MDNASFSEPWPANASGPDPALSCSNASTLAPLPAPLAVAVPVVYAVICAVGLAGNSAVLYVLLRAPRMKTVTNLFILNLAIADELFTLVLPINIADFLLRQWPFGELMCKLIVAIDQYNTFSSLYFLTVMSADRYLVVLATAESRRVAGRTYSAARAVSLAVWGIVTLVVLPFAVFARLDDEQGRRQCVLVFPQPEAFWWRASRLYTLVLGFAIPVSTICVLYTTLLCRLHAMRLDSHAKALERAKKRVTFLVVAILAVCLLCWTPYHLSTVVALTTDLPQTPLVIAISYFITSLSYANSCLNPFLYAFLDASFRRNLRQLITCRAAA
IMP-1 inh: inhibitors of Pseudomonas aeruginosa IMP-1 metallo-beta-lactamase; purified IMP-1, nitrocefin hydrolysis, epi-absorbance fluorescence; inhibition, % at 5.6 µM; 0.45% of 290,000 active; AID 1556;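 active means inhibition above the mean plus 3 SD of all compounds in the same screening run, cut at about 4.5% in these data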;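 further: 0% = IMP-1 with DMSO and 100% = DMSO wells lacking enzyme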
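System: purified IMP-1 / Input: IMP-1 dispensed at 0.2 nM / Medium: 50 mM HEPES pH 7.1, 50 µM ZnSO4, 0.05% Brij 35 / Timing: 15 min enzyme–compound preincubation, then 25 min nitrocefin reaction, 25 °C / Technique: plate fluorescence quenching by hydrolysis product, ex 480/em 530 nm / Repeats: singlicate testing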
Numbers without * were called inactive; x = no result given.

SMILES	V1aR counter	VIM-2 inhibitor	HCV NS3 hel inh	PHOSPHO1 inh	FID counter	GalR3 antagonist	OXTR agonist	GPR7 antag	IMP-1 inh
COCCN1C(=O)C(CC(=O)Nc2ccccc2)SC1=Nc1ccc(OC)cc1 (stereo unspecified)	1.7	-2.5	-19	14	-24	-3	3.1	-2	-1.8
C/C(CC(=O)Nc1ccc(Cl)cn1)=N\NC(=O)Cc1cccs1	-1.3	-3.5	-1	12	-9	0	-1.7	-5	-2.9
COc1ccc(C(=O)Nc2nc(-c3cccs3)cs2)cc1	-1.1	0.8	-14	-2	-4	-4	-0.6	-1	1.8
Cc1cc2oc(=O)sc2cc1NS(=O)(=O)c1cccc2cccnc12	0.4	-1.3	-6	22	-13	-3	2.0	0	-3.5
COc1ccc(CC2(CO)CCN(CC3=CC[C@H]4C[C@@H]3C4(C)C)CC2)cc1	7.6	-3.8	-19	48	30	0	16	9	-3.4
CCCCN(CC(=O)NCc1ccc(Cl)cc1)S(=O)(=O)c1ccc2c(c1)OCCO2	-0.1	-3.4	-1	6	-9	-2	0.4	-15	-3.0
c1ccc2[nH]c(CCCCc3nc4ccccc4[nH]3)nc2c1	2.3	-8.2	-14	20	6	4	-0.5	-8	-2.4
O=C(N/N=C/C1CCCCC1)c1cc(Cl)ccc1O	7.7	-6.6	21	24	-1	3	9.5	7	-0.7
C/C(=N\Nc1ccc(C(F)(F)F)cn1)c1ccc(S(=O)(=O)NCc2ccco2)cc1	3.6	-4.1	7	9	-11	-4	2.3	1	-4.5
CCC(=O)NC(NC(=S)Nc1ccccc1Br)C(Cl)(Cl)Cl (stereo unspecified)	1.8	-2.0	1	-5	-5	-4	0.0	-9	-0.2
COC(=O)c1[nH]c2ccc(Cl)cc2c1NC(=O)CN1CCC(C(N)=O)CC1	0.3	-0.2	-7	12	-1	-2	-0.3	-5	2.4
COCCn1c(-c2ccc(OC)cc2)c(-c2ccc(OC)cc2)oc1=O	-2.1	0.5	-11	16	-30	-10	-1.8	15	-1.2
O=C(C[n+]1ccn(-c2ccccc2)c1)c1ccc([N+](=O)[O-])cc1	-1.0	-2.1	-7	x	8	-11	-0.1	-11	-7.7
O=[N+]([O-])c1ccc(CSc2nnc(Cc3ccccc3)o2)cc1	1.4	-1.9	3	38	-16	-9	2.1	-1	-2.1
Cc1ccc(NC(=O)CSc2nnc(CNC(=O)c3ccco3)o2)cc1	1.2	0.5	-7	4	-4	-4	-0.2	-2	0.7
Cc1ccc(C2CC(c3ccccc3)=NN2c2ccccc2)o1 (stereo unspecified)	-0.2	1.7	-4	-11	-5	-1	-1.4	-3	-1.4
CC1CC(C)CN(S(=O)(=O)c2ccc(NC(=S)NC(=O)c3ccccc3)cc2)C1 (stereo unspecified)	1.4	-3.9	3	13	-5	-6	0.8	-16	0.1
O=C(c1ccccc1)c1coc2ccc(O)c(CN3CCOCC3)c12	-0.4	-0.6	6	-8	2	-7	0.0	2	-1.0
COCCNC(=O)/C(C#N)=C/c1c(N2CCCCCC2)nc2c(C)cccn2c1=O	2.2	1.7	-6	16	-34	-11	-2.0	-21	-1.8
COc1ccc(CNC(=O)C2CCN(S(=O)(=O)c3c(C)n[nH]c3C)CC2)cc1	0.1	-6.6	6	4	-1	7	0.2	-3	-4.7
CCN1CCN(CC(=O)c2ccc(C)cc2)CC1	0.8	-2.2	5	44	1	-5	0.8	-6	-0.3
COc1cccc2cc(C(=O)N3CCC(C)CC3)c(=O)oc12	0.3	0.4	4	-18	-8	-6	0.4	-3	-1.8
COC(=O)c1ccccc1N(C)C(=O)C12CCC(C)(C(=O)O1)C2(C)C (stereo unspecified)	1.1	-2.1	0	12	-2	-2	-0.5	0	-0.1
COC(=O)c1ccsc1NC(=O)CN1CCN(c2ccc(F)cc2)CC1	-1.4	0.1	-3	38	-10	-3	-2.5	8	-0.1
CCCc1cc(=O)oc2cc(OCC(=O)NCc3cccs3)ccc12	0.5	-2.3	-1	-4	-11	1	-1.1	-11	-3.6
CC1(c2ccc(Cl)cc2)NC(=O)N(CC(=O)Nc2ccc(F)cc2)C1=O (stereo unspecified)	7.5	-0.4	-14	31	-2	-5	14	10	-2.1
COc1ccc(Br)cc1C(=O)N/N=C/c1cccnc1	0.2	-1.4	-16	20	-4	-5	-0.3	-2	-1.4
O=C(Nc1c(C(=O)N2CCOCC2)cnn1-c1ccccc1Cl)c1ccco1	0.6	-1.4	0	-25	0	-3	0.7	-11	-2.5
CC1CC(C)CN(CCCNS(=O)(=O)c2ccc3c(c2)CCN3C(=O)C2CC2)C1 (stereo unspecified)	-0.3	12*	3	32	13	1	-2.2	3	-4.0
c1ccc2cc(CNCc3cccc4ccccc34)ccc2c1	0.8	-4.3	-36	6	21	-7	-0.6	-3	-2.5

3 structures already listed, sorted by formula weight, descending.
SMILES	V1aR counter	VIM-2 inhibitor	HCV NS3 hel inh	PHOSPHO1 inh	FID counter	GalR3 antagonist	OXTR agonist	GPR7 antag	IMP-1 inh
COC(=O)c1ccsc1NC(=O)CN1CCN(c2ccc(F)cc2)CC1	-1.4	0.1	-3	38	-10	-3	-2.5	8	-0.1
CC1(c2ccc(Cl)cc2)NC(=O)N(CC(=O)Nc2ccc(F)cc2)C1=O (stereo unspecified)	7.5	-0.4	-14	31	-2	-5	14	10	-2.1
COc1cccc2cc(C(=O)N3CCC(C)CC3)c(=O)oc12	0.3	0.4	4	-18	-8	-6	0.4	-3	-1.8

(cont.)
SMILES	V1aR counter	VIM-2 inhibitor	HCV NS3 hel inh	PHOSPHO1 inh	FID counter	GalR3 antagonist	OXTR agonist	GPR7 antag	IMP-1 inh
Cc1ccc2c(c1)c1c3n2CCN(CC(O)CNC(C)C)C3CCC1 (stereo unspecified)	-0.1	5.5	-29	25	45*	-5	0.8	2	1.3
CC1CCN(C(=S)NC2CCCCC2)CC1	-0.6	-2.3	2	-2	-4	-2	-2.1	11	-2.9
C/C(=N\NC(=O)c1ccco1)c1cc2ccccc2o1	0.1	-3.8	8	5	-3	-3	0.0	5	-2.5
N#C/C(=C\c1cccnc1)C(=O)Nc1cccc(Cl)c1	1.6	-1.3	4	-8	1	1	1.4	-4	-2.1
S=c1[nH]c(-c2ccccc2)cn1/N=C/c1cccs1	0.0	-1.5	9	33	-6	9	0.1	5	0.1
CCn1c(CNc2ccc(Cl)cc2)nnc1SCc1ccc(Cl)cc1	2.6	-2.4	8	30	-27	-5	3.6	34*	-1.7
Cn1ccc2c([N+](=O)[O-])cccc2c1=O	-0.2	0.3	-4	-7	2	-2	0.7	-9	-1.5
C=CCN(CC=C)c1nc2ccccc2nc1C(C#N)C(=O)OCCOC (stereo unspecified)	-1.0	-1.5	5	35	-2	3	-2.1	0	-3.2
CCCn1c(SCc2nc3ccccc3s2)n[nH]c1=O	1.5	-0.6	3	27	-15	3	1.3	-2	-3.9
Clc1ccc(CSc2nnc([C@@H]3CCCN3)o2)cc1Cl	1.3	1.0	-11	4	5	2	0.9	21	-1.6
COc1cccc(NC(=O)Cn2cnc3sc(C)c(S(=O)(=O)N4CCCCC4)c3c2=O)c1	0.1	0.4	-11	10	-6	1	0.2	-2	-4.6
CCOC(=O)c1c(C)[nH]c(C(=O)COC(=O)COc2ccccc2C=O)c1C	2.6	0.4	-6	-9	-4	14*	3.4	3	-0.2
CC1(C)CC(=O)C=C(NC2CCS(=O)(=O)C2)C1 (stereo unspecified)	x	2.1	10	x	-1	x	x	-14	-0.1
COC(=O)C1=C(N)Oc2cc(C)n(CC3CCCO3)c(=O)c2C1c1ccc(Cl)cc1 (stereo unspecified)	5.2	-1.9	0	-20	-23	-2	-2.0	-13	0.0
CS(=O)(=O)c1ccc2nc(NC(=O)Nc3ccc(Cl)cc3)sc2c1	6.0	-0.3	-8	-9	25	-1	3.7	5	3.5

Profiles, quoted from the list. Order of values: V1aR counter | VIM-2 inhibitor | HCV NS3 hel inh | PHOSPHO1 inh | FID counter | GalR3 antagonist | OXTR agonist | GPR7 antag | IMP-1 inh
CS(=O)(=O)c1ccc2nc(NC(=O)Nc3ccc(Cl)cc3)sc2c1 is listed as 6.0 | -0.3 | -8 | -9 | 25 | -1 | 3.7 | 5 | 3.5
CCn1c(CNc2ccc(Cl)cc2)nnc1SCc1ccc(Cl)cc1 is listed as 2.6 | -2.4 | 8 | 30 | -27 | -5 | 3.6 | 34* | -1.7
Cn1ccc2c([N+](=O)[O-])cccc2c1=O is listed as -0.2 | 0.3 | -4 | -7 | 2 | -2 | 0.7 | -9 | -1.5

Remaining list, next part:
SMILES	V1aR counter	VIM-2 inhibitor	HCV NS3 hel inh	PHOSPHO1 inh	FID counter	GalR3 antagonist	OXTR agonist	GPR7 antag	IMP-1 inh
COc1ccc(-c2cc(C(F)F)n3ncc(C(=O)Nc4c(C)n(C)n(-c5ccccc5)c4=O)c3n2)cc1	-1.0	-2.9	0	35	-6	-2	-2.1	-4	-2.4
Cc1ccccc1NC(=O)NC1CCCCC1C (stereo unspecified)	-0.4	-2.8	-17	30	-2	-3	-0.4	3	-1.4
Cc1cc(C)nc(NS(=O)(=O)c2ccc(NC(=S)NC(=O)C3CCCC3)cc2)n1	-0.5	-0.6	7	3	-21	-7	-1.0	-7	-0.8
Cc1c(Cl)cccc1Nc1ncccc1C(=O)O	-0.4	-3.6	8	-47	1	-4	-1.3	-7	-1.9
Cc1ccc(S(=O)(=O)CC(=O)Nc2nc3ccccc3s2)cc1	0.2	-1.8	-7	20	-13	-9	-1.1	-10	-4.2

Retrieved one by one from the entries so far, 4 records:
SMILES	V1aR counter	VIM-2 inhibitor	HCV NS3 hel inh	PHOSPHO1 inh	FID counter	GalR3 antagonist	OXTR agonist	GPR7 antag	IMP-1 inh
COc1ccc(-c2cc(C(F)F)n3ncc(C(=O)Nc4c(C)n(C)n(-c5ccccc5)c4=O)c3n2)cc1	-1.0	-2.9	0	35	-6	-2	-2.1	-4	-2.4
Cc1cc(C)nc(NS(=O)(=O)c2ccc(NC(=S)NC(=O)C3CCCC3)cc2)n1	-0.5	-0.6	7	3	-21	-7	-1.0	-7	-0.8
Cc1ccccc1NC(=O)NC1CCCCC1C (stereo unspecified)	-0.4	-2.8	-17	30	-2	-3	-0.4	3	-1.4
Cc1c(Cl)cccc1Nc1ncccc1C(=O)O	-0.4	-3.6	8	-47	1	-4	-1.3	-7	-1.9

Entries listed above shown as hits in VIM-2 inhibitor.
molecule	VIM-2 inhibitor	HCV NS3 hel inh	PHOSPHO1 inh	GalR3 antagonist	GPR7 antag	IMP-1 inh
CC1CC(C)CN(CCCNS(=O)(=O)c2ccc3c(c2)CCN3C(=O)C2CC2)C1 (stereo unspecified)	12*	3	32	1	3	-4.0

Screening results deposited in PubChem BioAssay by several laboratories.
